High-throughput results: PubChem, The Scripps Research Institute Molecular Screening Center
TAAR1 agonist = agonists of human TAAR1; activation, % at 3 µM; AID 624467; hit rate 0.99% among 360,000; CHO RD-HGA16 TAAR1, Fluo-8 calcium fluorescence; vehicle wells 0%, saturating PEA agonist 100%;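 active = activation above the mean activation of all test compounds in the run plus 3 SD, cut at about 38% in these data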
Target sequence (Q96RJ0 whole entry, looked up): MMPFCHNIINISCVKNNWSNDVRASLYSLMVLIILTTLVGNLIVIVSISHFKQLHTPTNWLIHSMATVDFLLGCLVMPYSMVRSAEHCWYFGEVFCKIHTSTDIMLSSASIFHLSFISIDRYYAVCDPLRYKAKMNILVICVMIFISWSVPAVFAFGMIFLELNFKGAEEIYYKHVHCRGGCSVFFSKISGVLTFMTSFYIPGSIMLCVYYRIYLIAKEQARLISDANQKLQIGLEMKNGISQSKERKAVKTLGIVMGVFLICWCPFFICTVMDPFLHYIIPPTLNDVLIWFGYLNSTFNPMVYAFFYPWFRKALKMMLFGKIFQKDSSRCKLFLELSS
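Signal – calcium-sensitive Fluo-8 signal, excitation 470-495, emission 515-575 nm · System – RD-HGA16 (CHO) cells co-expressing Gα16 and hTAAR1 · Incubation – 17-24 h seeding, 75 min 37 °C dye, 30 min RT · Compound dosing – 3 µM single concentration · Repeats – no replicates (n 1)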
OXTR potentiator = potentiators of human oxytocin receptor. AID 2445. CHO-OTR cells, Fluo-8 calcium fluorescence, potentiator mode; 0% = oxytocin EC15, 100% = EC100. hit rate 0.061% among 320,000. activation, % at 3 µM;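 active = activation above that plate's cutoff, the mean activation of tested compounds plus 3 SD, cut at about 6.6% in these data, passing the limit was not always enough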;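 note: 100% uses oxytocin at 75 nM as the full agonist control; some results filed as inactive read as strong as hits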
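Measured by – Fluo-8 calcium dye fluorescence · Test system – human OTR in CHO cells · Dosing – one concentration, 3.0 µM compound · Controls – EC15 oxytocin alone as 0%, 75 nM oxytocin as 100% · Evaluation – normalized max/min fluorescence ratio, % activation · Timing – 6 min pre-incubation, 100 s read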
M1 ag = agonists of human M1 muscarinic receptor; CHO-K1 hM1, Fluo-8 calcium fluorescence, agonist mode; 0% DMSO, 100% acetylcholine EC100; AID 588814; activation, % at 3 µM; hit rate 0.33% among 360,000; P11229;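 active = activation above the run's mean compound activation plus 3 SD, cut at about 16% in these data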;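 note: peak over basal fluorescence ratio within a 140 s kinetic read after compound addition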
OXTR ag = human OXTR agonism; activation, % at 3 µM; AID 2435; hit rate 0.32% among 320,000; CHO-OTR cells, Fluo-8 calcium fluorescence; normalized: DMSO 0%, oxytocin 100%; P30559;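 active = activation above the mean of all tested compounds plus 3 SD, cutoff set per screening run, cut at about 20% in these data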;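 note: peak over basal fluorescence ratio from a 100 s FLIPR kinetic read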
V1aR counter = activates human V1a receptor in oxytocin agonist counter-screen; P37288; CHO-V1R cells, Fluo-8 calcium fluorescence, agonist mode; 0% DMSO, 100% 3 nM vasopressin; activation, % at 3 µM; hit rate 0.25% among 320,000; AID 2797;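 active = activation above the mean activation of all tested compounds plus 3 SD, per screening run, cut at about 20% in these data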;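 note: signal is peak over basal fluorescence ratio across a 100 second FLIPR read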
Target sequence (P37288 whole entry, looked up): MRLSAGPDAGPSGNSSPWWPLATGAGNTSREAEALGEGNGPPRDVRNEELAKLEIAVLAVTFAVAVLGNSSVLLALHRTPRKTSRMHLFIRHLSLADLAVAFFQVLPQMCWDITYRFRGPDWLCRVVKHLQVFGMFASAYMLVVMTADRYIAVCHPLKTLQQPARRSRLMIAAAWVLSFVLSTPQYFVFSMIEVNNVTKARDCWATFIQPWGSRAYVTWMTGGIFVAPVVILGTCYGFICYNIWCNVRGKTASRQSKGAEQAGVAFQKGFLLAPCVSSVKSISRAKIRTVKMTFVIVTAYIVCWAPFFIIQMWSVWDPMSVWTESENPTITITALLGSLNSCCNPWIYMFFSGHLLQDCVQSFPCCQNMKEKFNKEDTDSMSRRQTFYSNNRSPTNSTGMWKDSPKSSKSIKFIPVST
TAAR1 antagonist = human TAAR1 antagonism; AID 624466; hit rate 1.5% among 360,000; Q96RJ0; inhibition, % at 3 µM; CHO RD-HGA16 TAAR1, Fluo-8 calcium fluorescence, antagonist;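 active = inhibition above a per-plate cutoff, the mean inhibition of test compounds on that plate plus 3 SD, cut at about 49% in these data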;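 note: 0% = DMSO plus EC80 beta-PEA response and 100% = DMSO alone without agonist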
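Test system: hTAAR1-expressing CHO RD-HGA16 cells, Gα16-coupled; Probe or stimulus: EC80 β-phenethylamine stimulus; Compound dosing: single nominal final test compound concentration of 3 µM; Timing: 140 s kinetic read after compound, 140 s after agonist; Signal: Fluo-8 calcium-sensitive fluorescence; Measure: % inhibition of agonist calcium response; Controls: DMSO and EC80 PEA controls.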
CHO parental Ca = counter-screen: ATP calcium response change in parental CHO cells; parental CHO-K1, ATP-induced calcium, Fluo-8 fluorescence; inhibition, % at 5.6 µM; hit rate 0.63% among 330,000; AID 463079;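 active = inhibition above that plate's mean sample inhibition plus 3 SD, cut at about 26% in these data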;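 note: 0% = ATP-challenged DMSO wells and 100% = DMSO wells without ATP; some compounds past the cut are filed as inactive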
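test system = CHO parental line | reagent = ATP stimulus | measured by = intracellular calcium via Fluo-8 no-wash fluorescent dye | control set = ATP and no-ATP DMSO wells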
CHRM1 antagonist = antagonists of human M1 muscarinic receptor | hit rate 1.3% among 360,000 | P11229 | inhibition, % at 3 µM | CHO-K1 hM1, Fluo-8 calcium fluorescence, ACh EC80 antagonist;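 active = percent inhibition above its own plate's cutoff, namely the mean of that plate's compound wells plus 3 SD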;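 note: peak over basal fluorescence ratio during 140 s after agonist addition; 0% = ACh EC80 plus DMSO and 100% = DMSO alone without agonist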
M1 PAM = positive allosteric modulators of human M1 muscarinic receptor; P11229; activation, % at 3 µM; hit rate 0.088% among 360,000; CHO-K1 hM1, Fluo-8 calcium fluorescence, ACh EC20; 0% = ACh EC20, 100% = maximal ACh; AID 588819; in the data active = activation above about 19%, passing the limit was not always enough
An asterisk follows results filed as active.

What do the screens show for `CC(C)c1ccccc1NC(=O)CCCC(=O)O`?
TAAR1 agonist: 4; OXTR potentiator: -10; M1 ag: -2; OXTR ag: 0.7; V1aR counter: -0.3; TAAR1 antagonist: 3; CHO parental Ca: 3; CHRM1 antagonist: -17; M1 PAM: 11

How did COc1ccc(-c2noc(=O)n2Cc2ccc(F)cc2Cl)cc1 do in these assays?
TAAR1 agonist: -2; M1 ag: -10; TAAR1 antagonist: 11; CHRM1 antagonist: 5; M1 PAM: -10

How did Nc1nc(COc2ccc(Cl)cc2)cs1 do in these assays?
TAAR1 agonist: 0; OXTR potentiator: -6; M1 ag: -6; OXTR ag: -1.0; V1aR counter: -1.0; TAAR1 antagonist: -6; CHO parental Ca: -15; CHRM1 antagonist: 5; M1 PAM: -1

How did Cc1c(NC(=O)CSc2nnc(COc3ccccc3)n2-c2ccccc2)c(=O)n(-c2ccccc2)n1C do in these assays?
TAAR1 agonist: 1; OXTR potentiator: -19; M1 ag: -5; OXTR ag: -0.8; V1aR counter: -0.2; TAAR1 antagonist: -7; CHO parental Ca: -10; CHRM1 antagonist: -10; M1 PAM: 7

Results for COc1cc2cc(C(C)(C)O)oc(=O)c2cc1OC ?
TAAR1 agonist: 9; OXTR potentiator: 3; M1 ag: -3; OXTR ag: 0.7; V1aR counter: 0.3; TAAR1 antagonist: -3; CHO parental Ca: -2; CHRM1 antagonist: 4; M1 PAM: 1

What do the screens show for `CC1CN(Cc2ccccc2)C(C)CC1O` (stereo not given)?
TAAR1 agonist: 0; OXTR potentiator: 1; M1 ag: -6; OXTR ag: 1.4; V1aR counter: 5.5; TAAR1 antagonist: -5; CHO parental Ca: -8; CHRM1 antagonist: -6; M1 PAM: 10

Results for Cc1cc(C)c(NC(=O)COC(=O)C2CCN(c3ccc(C(F)(F)F)cn3)CC2)c(Cl)c1 ?
TAAR1 agonist: 0; OXTR potentiator: -7; M1 ag: -6; OXTR ag: -2.0; V1aR counter: 0.3; TAAR1 antagonist: -72; CHO parental Ca: -25; CHRM1 antagonist: -3; M1 PAM: 6

Results for Cc1oc(-c2ccccc2)nc1C(=O)OCC(=O)NC(=O)NCC(C)C ?
TAAR1 agonist: 10; OXTR potentiator: -8; M1 ag: -4; OXTR ag: -1.5; V1aR counter: -0.9; TAAR1 antagonist: 2; CHO parental Ca: 4; CHRM1 antagonist: -14; M1 PAM: 12

Results for C#CCNC(=O)C1=C[C@H](c2ccc(Br)cc2)C[C@H](OCCCCO)O1 ?
TAAR1 agonist: 6; OXTR potentiator: -1; M1 ag: -5; OXTR ag: 0.1; V1aR counter: 0.2; TAAR1 antagonist: -2; CHO parental Ca: -15; CHRM1 antagonist: 11; M1 PAM: -8

How did O=S(=O)(c1ccc(Cl)nc1)N1CCCc2ccccc21 do in these assays?
TAAR1 agonist: -2; OXTR potentiator: 8.3*; M1 ag: -11; OXTR ag: -2.2; V1aR counter: -0.6; TAAR1 antagonist: -12; CHO parental Ca: -18; CHRM1 antagonist: -6; M1 PAM: 5

What do the screens show for `O=C(Nc1nc(-c2ccccn2)cs1)c1ncc(Cl)c(Cl)c1Cl`?
TAAR1 agonist: 8; OXTR potentiator: -2; M1 ag: -3; OXTR ag: -2.5; V1aR counter: -1.2; TAAR1 antagonist: 10; CHO parental Ca: -20; CHRM1 antagonist: -6; M1 PAM: 10

Results for CCOC(=O)C/C(N)=N/N(C)c1ncc(C(F)(F)F)cc1Cl ?
TAAR1 agonist: -1; OXTR potentiator: -7; M1 ag: -7; OXTR ag: -1.6; V1aR counter: -0.8; TAAR1 antagonist: -2; CHO parental Ca: -9; CHRM1 antagonist: 0; M1 PAM: 1

What do the screens show for `Cc1cc(C(=O)NCC2CCCO2)sc1C` (stereo not given)?
TAAR1 agonist: 1; M1 ag: -3; TAAR1 antagonist: -20; CHRM1 antagonist: -4; M1 PAM: 7

How did O=C(CSCc1ccccc1)Nc1cccc(F)c1 do in these assays?
TAAR1 agonist: 0; OXTR potentiator: -6; M1 ag: -5; OXTR ag: -1.1; V1aR counter: 0.2; TAAR1 antagonist: -1; CHO parental Ca: -11; CHRM1 antagonist: -8; M1 PAM: 5

What do the screens show for `COc1ccc(Cl)cc1NC(=O)C(C)OC(=O)Cn1cc(C(F)(F)F)ccc1=O` (stereo not given)?
TAAR1 agonist: 0; OXTR potentiator: -1; M1 ag: -2; OXTR ag: 0.0; V1aR counter: 0.0; TAAR1 antagonist: -16; CHO parental Ca: -19; CHRM1 antagonist: -1; M1 PAM: 3

What do the screens show for `CC(=O)c1ccc(NC(=O)CN2CCN(S(=O)(=O)c3ccc4ccccc4c3)CC2)cc1`?
TAAR1 agonist: 2; OXTR potentiator: -7; M1 ag: -6; OXTR ag: 4.1; V1aR counter: 5.4; TAAR1 antagonist: -11; CHO parental Ca: -14; CHRM1 antagonist: -2; M1 PAM: -2

What do the screens show for `N/C(=N\OC(=O)Nc1ccccc1)c1ncc([N+](=O)[O-])s1`?
TAAR1 agonist: 1; OXTR potentiator: -4; M1 ag: -4; OXTR ag: -0.7; V1aR counter: -0.1; TAAR1 antagonist: -16; CHO parental Ca: 1; CHRM1 antagonist: 0; M1 PAM: 3

How did Cc1cccc(Nc2nc3ccccc3s2)c1C do in these assays?
TAAR1 agonist: 13; OXTR potentiator: -6; M1 ag: -2; OXTR ag: 12; V1aR counter: 19; TAAR1 antagonist: 8; CHO parental Ca: -41; CHRM1 antagonist: -5; M1 PAM: -2

What do the screens show for `CCC(c1ccccc1)C(CC)c1cc(O)c(O)c(O)c1` (stereo not given)?
TAAR1 agonist: 0; M1 ag: -3; TAAR1 antagonist: -22; CHRM1 antagonist: -10; M1 PAM: 2

Results for O=C(NCCc1c[nH]c2ccccc12)C1CCN(S(=O)(=O)c2ccccc2F)CC1 ?
TAAR1 agonist: 8; OXTR potentiator: -17; M1 ag: -3; OXTR ag: 3.4; V1aR counter: 2.5; TAAR1 antagonist: 7; CHO parental Ca: -2; CHRM1 antagonist: 1; M1 PAM: 4

How did CC(C)CN(C(=O)COC(=O)c1ccc2c(c1)NC(=O)CS2)C1CCS(=O)(=O)C1 (stereo not given) do in these assays?
TAAR1 agonist: 9; OXTR potentiator: -7; M1 ag: -4; OXTR ag: 1.2; V1aR counter: 0.2; TAAR1 antagonist: 1; CHO parental Ca: -2; CHRM1 antagonist: -17; M1 PAM: -12

Results for Cc1ccc(CNc2ccc3nnc(-c4ccccc4)n3n2)cc1 ?
TAAR1 agonist: 2; OXTR potentiator: -4; M1 ag: 5; OXTR ag: 2.0; V1aR counter: 1.3; TAAR1 antagonist: -6; CHO parental Ca: -16; CHRM1 antagonist: 0; M1 PAM: 5

How did CCN(CC)S(=O)(=O)c1cc(C(=O)NC2=NCCS2)ccc1Cl do in these assays?
TAAR1 agonist: 11; OXTR potentiator: -16; M1 ag: -3; OXTR ag: 0.5; V1aR counter: -0.1; TAAR1 antagonist: -6; CHO parental Ca: -15; CHRM1 antagonist: -12; M1 PAM: -1

Results for O=C(/C=C/c1ccccc1)NC(NC(=S)Nc1ccc(Cl)cc1Cl)C(Cl)(Cl)Cl (stereo not given) ?
OXTR potentiator: -9; M1 ag: -2; OXTR ag: 5.0; V1aR counter: 8.0; CHO parental Ca: -7; CHRM1 antagonist: 23; M1 PAM: -17

What do the screens show for `O=C(NCCc1ccccc1)C(=O)Nc1nccs1`?
TAAR1 agonist: 7; OXTR potentiator: -2; M1 ag: -3; OXTR ag: -1.1; V1aR counter: 0.0; TAAR1 antagonist: -4; CHO parental Ca: 6; CHRM1 antagonist: 11; M1 PAM: -7

How did O=C(O)c1ccc(Nc2ncnc3ccccc23)cc1 do in these assays?
TAAR1 agonist: -1; OXTR potentiator: -21; M1 ag: -3; OXTR ag: 4.3; V1aR counter: 0.1; TAAR1 antagonist: 7; CHO parental Ca: -3; CHRM1 antagonist: -8; M1 PAM: 6

Results for O=C1C2CCCN2C(=O)N1CCN1CCN(c2ccccc2)CC1 (stereo not given) ?
TAAR1 agonist: 2; OXTR potentiator: -8; M1 ag: -5; OXTR ag: -0.1; V1aR counter: 2.1; TAAR1 antagonist: -5; CHO parental Ca: -11; CHRM1 antagonist: -2; M1 PAM: 4

What do the screens show for `Cc1cccc(OCC(=O)NCCNC(=O)c2ccco2)c1`?
TAAR1 agonist: -5; OXTR potentiator: 4; M1 ag: -3; OXTR ag: 1.0; V1aR counter: 1.2; TAAR1 antagonist: 2; CHO parental Ca: 2; CHRM1 antagonist: -14; M1 PAM: 9

How did CCn1c(CNC(=O)c2ccco2)nnc1SCCOc1ccccc1 do in these assays?
TAAR1 agonist: -1; OXTR potentiator: -4; M1 ag: -4; OXTR ag: 1.2; V1aR counter: -0.9; TAAR1 antagonist: -16; CHO parental Ca: -5; CHRM1 antagonist: 2; M1 PAM: 3

Results for CCCCn1c(SCC(=O)c2ccc(OCC)cc2)nc2cc(S(N)(=O)=O)ccc21 ?
TAAR1 agonist: 8; OXTR potentiator: -11; M1 ag: -5; OXTR ag: -1.5; V1aR counter: -0.2; TAAR1 antagonist: -17; CHO parental Ca: 1; CHRM1 antagonist: 0; M1 PAM: -2

How did Cc1cc(Br)cn2c(Cc3ccccc3C(F)(F)F)c(C3CCCCC3)nc12 do in these assays?
TAAR1 agonist: 0; M1 ag: -2; TAAR1 antagonist: -26; CHRM1 antagonist: -28; M1 PAM: 7

What do the screens show for `O=C(Nc1ncccc1O)c1ccc(Cl)c(S(=O)(=O)N2CCCC2)c1`?
TAAR1 agonist: 1; M1 ag: -3; TAAR1 antagonist: -10; CHRM1 antagonist: -8; M1 PAM: 5

Results for c1ccc(CSc2nccc(-c3ccco3)n2)cc1 ?
TAAR1 agonist: -2; OXTR potentiator: 3; M1 ag: 0; OXTR ag: -2.4; V1aR counter: -1.0; TAAR1 antagonist: -8; CHO parental Ca: -12; CHRM1 antagonist: -24; M1 PAM: 12

Part of the list above in order of length of the SMILES, ascending:
Results for c1ccc(CSc2nccc(-c3ccco3)n2)cc1 ?
TAAR1 agonist: -2; OXTR potentiator: 3; M1 ag: 0; OXTR ag: -2.4; V1aR counter: -1.0; TAAR1 antagonist: -8; CHO parental Ca: -12; CHRM1 antagonist: -24; M1 PAM: 12

What do the screens show for `CCC(c1ccccc1)C(CC)c1cc(O)c(O)c(O)c1` (stereo not given)?
TAAR1 agonist: 0; M1 ag: -3; TAAR1 antagonist: -22; CHRM1 antagonist: -10; M1 PAM: 2

What do the screens show for `CC(=O)c1ccc(NC(=O)CN2CCN(S(=O)(=O)c3ccc4ccccc4c3)CC2)cc1`?
TAAR1 agonist: 2; OXTR potentiator: -7; M1 ag: -6; OXTR ag: 4.1; V1aR counter: 5.4; TAAR1 antagonist: -11; CHO parental Ca: -14; CHRM1 antagonist: -2; M1 PAM: -2
